LRH-1 inv ag = suppresses constitutive activity of human LRH-1; O00482; HEK293T StAR-luciferase reporter, LRH-1 transfected, 24 h; inhibition, % at 3.6 µM; 360,000 compounds, 0.13% hits; AID 602396;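 active = inhibition above the mean inhibition of all tested compounds plus 3 SD, cut at about 73% in these data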;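 note: 0% = DMSO wells and 100% = reporter-only cells lacking LRH-1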
Target sequence (O00482 whole entry, looked up): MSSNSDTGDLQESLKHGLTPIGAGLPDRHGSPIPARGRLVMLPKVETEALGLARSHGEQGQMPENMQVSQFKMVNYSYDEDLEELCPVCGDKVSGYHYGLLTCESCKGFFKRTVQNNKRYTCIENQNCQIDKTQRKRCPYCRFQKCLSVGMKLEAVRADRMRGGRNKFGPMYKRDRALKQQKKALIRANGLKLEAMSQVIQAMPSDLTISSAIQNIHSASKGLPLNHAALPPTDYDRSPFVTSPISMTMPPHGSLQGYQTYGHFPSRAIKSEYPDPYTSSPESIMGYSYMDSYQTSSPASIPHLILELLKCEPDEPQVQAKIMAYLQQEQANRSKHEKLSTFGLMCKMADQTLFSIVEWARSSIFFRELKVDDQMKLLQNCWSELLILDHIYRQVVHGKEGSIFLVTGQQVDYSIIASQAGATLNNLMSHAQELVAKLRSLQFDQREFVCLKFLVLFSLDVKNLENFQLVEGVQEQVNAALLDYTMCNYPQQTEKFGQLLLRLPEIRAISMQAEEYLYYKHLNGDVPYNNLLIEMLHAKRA
ABHD5 PLIN5 PPI = blocks binding of human ABHD5 to perilipin-5; AID 602281; Split G. princeps luciferase complementation, luminescence, 4 h; Q00G26+Q8WTS1; inhibition, % at 4 µM; 360,000 compounds, 0.78% hits;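 active = inhibition above the mean inhibition across every tested compound plus 3 SD, cut at about 22% in these data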;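 note: 0% = DMSO only wells and the 100% control is not disclosed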
SRC3 inh = inhibits human SRC3 coactivator; Q9Y6Q9; inhibition, % at 3.6 µM; 360,000 compounds, 0.17% hits; HEK293 GAL4-SRC3 luciferase reporter, luminescence;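 active = inhibition above a per-campaign cutoff, the mean of all compounds plus 3 SD, cut at about 60% in these data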;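 note: 0% = DMSO-treated cells and 100% = gossypol-treated cells at 36 µM; higher means less SRC3-driven luciferase light from the GAL4 reporter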
NR2F2 inh = blocks human COUP-TFII nuclear receptor; 370,000 compounds, 0.7% hits; HEK293T NGFI-A luciferase reporter, luminescence; inhibition, % at 8.6 µM; P24468;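 active = inhibition above a per-plate cutoff, mean inhibition of test wells between control levels plus 3 SD, cut at about 38% in these data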;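 note: cells cotransfected with COUP-TFII expression vector driving the NGFI-A reporter; 0% = median of COUP-TF2 test wells and 100% = reporter-only cells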
Target sequence (P24468 whole entry, looked up): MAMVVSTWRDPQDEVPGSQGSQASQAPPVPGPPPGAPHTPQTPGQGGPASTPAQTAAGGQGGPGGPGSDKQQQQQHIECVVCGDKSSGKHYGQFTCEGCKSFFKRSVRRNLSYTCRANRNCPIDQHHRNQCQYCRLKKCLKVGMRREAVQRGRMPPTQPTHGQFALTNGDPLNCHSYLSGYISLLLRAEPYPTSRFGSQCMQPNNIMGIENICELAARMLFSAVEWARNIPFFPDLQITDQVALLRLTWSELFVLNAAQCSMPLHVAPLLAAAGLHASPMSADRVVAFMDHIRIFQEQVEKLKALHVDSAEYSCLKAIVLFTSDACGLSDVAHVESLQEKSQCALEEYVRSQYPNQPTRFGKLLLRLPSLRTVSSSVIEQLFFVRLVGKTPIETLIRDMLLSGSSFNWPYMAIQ
SRC2 inh = inhibits human steroid receptor coactivator 2; HEK293 GAL4-SRC2 luciferase reporter, luminescence; inhibition, % at 9 µM; 370,000 compounds, 0.17% hits;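 active = inhibition above the mean inhibition of all tested compounds plus 3 SD, set per campaign, cut at about 52% in these data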;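 note: 0% = DMSO treated cells and 100% = cells given Gossypol at 36 µM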
Granule exo inh = blocks lytic granule exocytosis; inhibition, % at 10 µM; 360,000 compounds, 0.66% hits; TALL-104 LAMP-1 surface exposure, flow cytometry; cells stimulated with thapsigargin and PMA; AID 651702;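 active = inhibition above about 55%, limit read from the data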
TWEAK Fn14 block = inhibitors of TWEAK-Fn14 interaction signaling; TWEAK-stimulated Fn14 reporter cells, luciferase luminescence, 8 h; inhibition, % at 10 µM; 360,000 compounds, 2% hits; AID 1159606; in the data active = inhibition above about 50%
NCOA1 inh = inhibits human SRC1 coactivator | inhibition, % at 3.6 µM | 360,000 compounds, 0.12% hits | Q15788 | HEK293 GAL4-SRC1 luciferase reporter, luminescence;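 active = inhibition above the campaign mean plus 3 SD, with each screening campaign given its own cutoff, cut at about 60% in these data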;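 note: 0% = DMSO treated cells and 100% = gossypol at 36 µM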
NOD2-RIPK2 inh = NOD2-RIPK2 protein interaction inhibition | O43353 | inhibition, % at 4.98 µM | 360,000 compounds, 0.38% hits | CHO BLA complementation NOD2-RIPK2, CCF4 ratio; in the data active = inhibition above about 21%;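 note: 0% = vehicle only and 100% = reference blocker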
TROY NFkB inh = TROY signaling inhibition. 360,000 compounds, 0.98% hits. AID 1347056. inhibition, % at 10 µM. Q293 LMP1-TROYcd NF-kB luciferase reporter, 4 h;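 active = compounds whose plate-normalised and pattern-corrected inhibition of the luciferase reporter signal at the single screening dose is 50% or more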
TLR9-MyD88 inh = blocks human TLR9 binding to MyD88. inhibition, % at 4.98 µM. 340,000 compounds, 0.21% hits. Q9NR96+Q99836. CHO BLA complementation TLR9-MyD88, CCF4 FRET ratio;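 active = inhibition above the mean over all tested compounds plus 3 SD, cut at about 21% in these data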;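 note: 0% = DMSO only wells and 100% = clavulanate BLA inhibitor control wells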
* = called active by the depositor; . = not tested or not shown. These rows are one share of the data; rates above refer to the full screens.

entry	mol	LRH-1 inv ag	ABHD5 PLIN5 PPI	SRC3 inh	NR2F2 inh	SRC2 inh	Granule exo inh	TWEAK Fn14 block	NCOA1 inh	NOD2-RIPK2 inh	TROY NFkB inh	TLR9-MyD88 inh
1	O=C(NCc1ccco1)C1(c2ccccc2)CCCC1	-2	-3	15	25	-4	5	-4	10	3	-6	-7
2	COc1ccc(Cn2c(=O)sc3ccccc32)cc1OC	28	4	6	48*	3	0	20	-6	-6	20	-1
3	CCOC(=O)CN1C(=O)N[C@@H](CCc2ccccc2)[C@H](C(=O)OC)[C@H]1C	-21	-1	8	0	-12	25	-2	-5	0	15	0
4	O=C(/C=C/[C@H]1O[C@@H](n2ccc(=O)[nH]c2=O)[C@H](O)[C@@H]1O)NCc1ccco1	15	4	-7	-9	3	-2	5	1	3	-4	.
5	COc1ccccc1NC(=O)CSc1ncn(-c2ccccc2)n1	6	3	-8	2	-8	4	2	-16	-4	-23	-3
6	COc1ccc(C(=O)OCc2cc(C)ccc2C)cc1S(=O)(=O)N1CCCC1	-19	-4	-8	14	-14	-1	1	1	-1	9	-1
7	CC(C)C[C@@H](CO)N1CCN(Cc2ccc(Br)cc2)CCC1=O	15	4	2	28	20	0	4	11	4	-7	-2
8	O=C(Cn1cccc1C(=O)c1ccccc1)NCCc1ccc(Cl)cc1	21	4	7	-7	-7	0	3	7	7	-8	2
9	O=C(Nc1ccc(S(=O)(=O)Nc2nccs2)cc1)C1CCCCC1	-7	-4	5	0	-7	-2	-14	-3	8	8	-4
10	CCn1c(COc2ccc(C)cc2)nnc1SCC(=O)C(C)(C)C	15	12	25	6	10	0	5	-6	-6	-10	3
11	Cc1[nH]c2ccccc2c1/C=N/Nc1nc(Nc2ccc(F)cc2)nc(N2CCOCC2)n1	0	-3	11	6	-34	0	-13	-26	-7	8	-15
12	COc1cc(C(=O)N2C[C@@H]3CCC[C@H]2C3)ccc1OC1CCN(C(C)=O)CC1	4	8	5	-18	-15	5	-8	-18	-8	-9	5
13	Cc1ccc(NC(=O)C(C)N2CCc3ccccc3C2)cc1 (stereo unspecified)	6	4	3	-36	-31	-10	-4	-6	6	-1	9
14	COc1ccccc1CNC(=O)COC(=O)c1ccccc1SCC(=O)N1CCCC1	-3	-10	14	6	-16	-4	-5	-19	4	-13	-7
15	CCOC(=O)/C=C1/SCC(=O)N1CC(=O)c1ccc[nH]1	3	-6	-9	-6	9	-3	7	-14	-12	5	-12
16	O=C1N[C@@H](Cc2ccccc2)COC(=O)[C@@H](Cc2ccc(F)cc2)CC/C=C/C[C@@H]1CC(=O)N(CCO)Cc1ccccc1	5	2	13	8	2	15	2	-12	-14	12	7
17	Cc1noc(C)c1CSCC(=O)N(CCC(C)C)c1c(N)n(Cc2ccccc2)c(=O)[nH]c1=O	0	0	-11	-3	-3	-6	11	-6	-5	3	-18
18	Cc1c(-c2ccc(Cl)cc2)[n+](=O)c2c(n1[O-])CCCC2	6	-6	5	-2	-34	-3	-8	-40	-1	-8	-8
19	CC1=NN(C(=O)c2ccc(Cn3cc(Br)c([N+](=O)[O-])n3)o2)C(O)(C(F)(F)F)C1 (stereo unspecified)	4	-4	-3	4	-28	-1	6	-16	-5	6	0
20	CC1CCc2c(nc3sc4c(c3c2N)CCCC4)C1 (stereo unspecified)	-132	2	-39	-33	-19	10	-74	-77	-2	-13	4
21	COc1cccc(C2=NOC(C(=O)Nc3ccccc3SC)C2)c1 (stereo unspecified)	10	-4	10	-12	-13	3	18	-4	-7	6	5
22	CCC(C)[C@H](NC(=O)Nc1ccc(C(C)=O)cc1)C(=O)OC (stereo partly specified)	11	-1	-13	-4	-13	0	7	-2	-3	26	-6
23	CCOC(=O)C1CCN(c2ncnc3c2cnn3-c2ccccc2)CC1	-7	2	4	3	27	5	20	-6	6	-20	-5
24	CCOc1ccc(OCCC(=O)NNC(=O)c2cc(C)oc2C)cc1	-15	5	-3	-19	-24	0	-20	-9	-8	11	-1
25	COCCN1Cc2cccc(C(=O)NC(C)c3cccs3)c2C1=O (stereo unspecified)	13	-1	-33	-4	2	0	5	2	-10	3	-5
26	Cc1ccc(C2(c3noc(CN4CCC(c5ccncc5)CC4)n3)CCCC2)cc1	-3	3	11	29	25	-6	33	1	3	27	7
27	O=C(CN1CCN(Cc2ccccc2Cl)CC1)N/N=C/C=C/c1ccccc1[N+](=O)[O-]	27	9	-2	-12	-8	0	6	3	-3	3	7
28	CC1CC(C)CN(S(=O)(=O)c2ccc(NC(=O)C3COc4ccccc4O3)cc2)C1 (stereo unspecified)	-2	-10	0	1	14	-5	-2	7	-2	20	4
29	CCCSc1nc(C)cc(C)c1S(=O)(=O)c1ccccc1C	8	-3	-7	0	-13	-2	15	-2	-3	-6	-4
30	C(=N\N1CCN(c2ccccn2)CC1)/c1ccccn1	-66	-11	-11	-32	-38	-8	-2	-47	-9	-47	-17
31	C=CCNC(=S)Nc1nc2c(cc1C(=O)OCC)CCCC2	-16	-6	-34	7	-9	-2	-5	-20	-4	-34	-1
32	O=C(CN1CCN(Cc2ccccc2)CC1)N/N=C/c1ccc(Br)s1	-5	-3	11	-5	-15	8	30	-6	0	36	-4
33	COc1ccc(NC2CC(=O)N(c3ccccc3)C2=O)cc1 (stereo unspecified)	-31	-5	-27	-10	-43	2	-25	-49	-7	-58	-1
34	Cc1ccc(O)c(-c2cc(C(=O)Nc3ccc(S(=O)(=O)N4CC(C)OC(C)C4)cc3)[nH]n2)c1 (stereo unspecified)	-16	0	-23	1	6	-2	49	-9	9	44	-4
35	Cc1cc(C(=O)COC(=O)c2ccccc2Br)c(C)n1CC1CCCO1 (stereo unspecified)	82*	-7	84*	90*	82*	0	92*	82*	-4	71*	-2
36	Cc1cccc(-n2c(C)nc3cc(C(=O)NCc4ccc5c(c4)OCO5)ccc32)c1	14	-5	15	12	-8	-7	-42	6	6	7	-10
37	CN(C)C(CNS(=O)(=O)c1ccc(Cl)cc1F)c1ccco1 (stereo unspecified)	-4	13	5	4	0	-7	15	-5	1	19	-10
38	O=C(O)c1ccc(NC(=O)c2cccc(N3C(=O)C4C5CCC(C5)C4C3=O)c2)cc1 (stereo unspecified)	-11	-1	9	8	-14	8	17	-20	-6	6	6
39	O=C(Nc1cc(Cl)ccc1-n1cncn1)c1ccc([N+](=O)[O-])s1	52	1	-6	.	.	15	32	-20	-2	27	2
40	N#Cc1ccc(OCC(=O)NCCc2ccc(S(N)(=O)=O)cc2)cc1	-4	6	9	-5	-7	-2	4	-10	-9	6	-3
41	CCOC(=O)CNC(=O)CSc1nc(N(C)C)nc(N2CCOCC2)n1	-18	-11	6	7	-13	0	-15	-2	-12	2	2
42	O=C(CSc1nnc(-c2ccco2)n1Cc1ccccc1)NC(=O)NCc1ccco1	4	6	9	-3	-4	0	-5	2	-7	-9	-2
43	O=C(Cc1ccccc1)N/N=C\c1ccc(Br)o1	-45	-1	3	.	.	1	1	-20	-2	-22	-5
44	Cc1cccc(NC(=S)Nc2ccc(Oc3ccccc3)cc2)n1	11	-1	-10	14	15	8	30	11	8	-3	-3
45	Cc1cccc(C)c1NC(=O)CN(C)C(=O)CC1OC(=O)c2ccccc21 (stereo unspecified)	-13	0	-13	-6	-18	-4	-12	6	-5	-1	2
46	CC(=O)c1sc(Nc2ccccn2)nc1C	-3	-3	-12	-29	-33	0	11	-53	-1	-29	-3
47	C=CCc1c(C)nc(SCC(N)=O)[nH]c1=O	8	-5	-2	.	.	0	1	4	9	18	-8
48	COc1ccc(NS(=O)(=O)c2cc(NS(=O)(=O)c3cc(C(=O)O)ccc3OC)ccc2C)cc1	-14	-6	18	-16	-8	2	4	-8	0	6	-12
49	CC(NC(=O)c1cccc(Cl)c1)C1CC2CCC1C2 (stereo unspecified)	2	-3	6	2	11	-3	11	-4	-15	-7	-2
50	CN1C2C=C(N(CCc3c[nH]c4ccccc34)C(=O)c3ccc(Cl)cc3)CC1CC2 (stereo unspecified)	0	5	6	-2	-7	13	-3	-3	0	-17	-7
51	CC(=O)c1cccc(NC(=O)COC(=O)CCC(=O)c2ccc(F)cc2)c1	6	6	11	17	0	16	3	-9	8	11	-2
52	O=C(c1cc(COc2ccc(F)cc2Cl)on1)N1CCCC(c2ccccc2)C1 (stereo unspecified)	-1	4	6	11	-7	19	-27	-12	-3	-44	-11
53	Cc1cccc(OCC(=O)NCCCNC(=O)c2ccc(C)nc2)c1	0	1	-7	8	-12	-4	11	23	-14	18	-3
54	Cc1ccc(NC(=O)COc2ccc(/C=C3/NC(=O)NC3=O)cc2)cc1	5	-4	-11	1	20	8	23	-6	3	-20	0
55	CC(=O)c1ccc(NC(=O)N2CCc3ccccc3C2)cc1	-95	4	-36	-30	17	-1	-25	-52	2	-27	-2
56	CC(C)(Oc1ccc(Cl)cc1)C(=O)NCCN1C(=O)S/C(=C/c2cccnc2)C1=O	-2	9	-14	-13	15	-2	5	-39	11	18	-4
57	COc1cc(NC(=O)c2cc(OC)c(OC)c(OC)c2)c(OC)cc1NC(=O)CN1CCCCC1	7	-2	-13	5	22	0	-12	5	-6	-10	0
58	O=C(CSc1nc2ccccc2c(=O)n1-c1ccc(F)cc1F)Nc1ccc2c(c1)CCC2	-5	4	21	4	11	0	-2	4	-13	-16	3
59	N#Cc1ccccc1CSCCNC(=O)Cc1c(F)cccc1Cl	-18	-4	-9	0	13	10	-21	-10	-1	-12	-6
60	Cc1ccc(O)c(C(=O)/C=C/c2ccc3c(c2)OCCCO3)c1	-46	32*	-12	-29	-17	-13	56*	-35	-1	-26	13

(cont.)
entry	mol	LRH-1 inv ag	ABHD5 PLIN5 PPI	SRC3 inh	NR2F2 inh	SRC2 inh	Granule exo inh	TWEAK Fn14 block	NCOA1 inh	NOD2-RIPK2 inh	TROY NFkB inh	TLR9-MyD88 inh
61	COc1cc(C)c(Cl)cc1S(=O)(=O)NCc1ccco1	-9	-1	14	8	6	1	19	-14	-4	-2	-12
62	Cn1nccc1C(=O)N1CCCC(C(=O)c2ccc(Oc3ccccc3)cc2)C1 (stereo unspecified)	-7	-8	0	30	30	-4	-9	16	-4	-7	-6
63	COc1ccc(-c2ccc(CN3C(C(C)C)C(=O)N(Cc4cn(CCC5OCCO5)nn4)CCS3(=O)=O)cc2)cc1OC (stereo unspecified)	-1	-2	-5	-1	-16	0	10	-10	-5	0	-1
64	Cc1ccc(-c2cc(C(=O)N/N=C/c3ccco3)[nH]n2)cc1	-56	-3	2	-26	-6	-2	-9	0	-9	19	-4
65	Cc1ccccc1N=C1C(=O)Nc2ccccc21	-11	-19	-5	-12	-6	-2	17	-1	-2	3	-4
66	Cc1ccc(OCCCCN2CCc3ccccc3C2)cc1	10	2	-54	7	-16	1	4	6	1	-4	-4
67	CN(CC(=O)O)S(=O)(=O)/C=C/c1ccccc1	6	2	-11	1	-7	1	3	0	6	-13	1
68	O=C(N/N=C/c1c(Cl)nc2ccccn2c1=O)c1cccnc1	9	6	-7	22	-14	-6	12	-6	1	5	0

Source: PubChem
